# Assay outcomes as filed in PubChem BioAssay.
# E-selectin induc: E-selectin induction on HUVECs; HUVEC E-selectin immunofluorescence imaging; normalized: neutral wells 0, TNF-alpha wells 100; activation, % at 7.58 µM; actives 0.37% (n = 260,000); AID 686992;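 active means mean E-selectin-positive cell signal at least 10% of the positive control, reached in at least 60% of replicates, without over 20% cell loss; inconclusive means no rule given, readout overlaps actives, possibly toxicity-flagged; inactive means the rest, including those meeting only one limit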;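 further: in these data hits start at about 27%; measured in HUVEC primary endothelial cells; signal is the percent of cells scored E-selectin positive by PE staining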
# Target sequence (P16581 whole entry, looked up): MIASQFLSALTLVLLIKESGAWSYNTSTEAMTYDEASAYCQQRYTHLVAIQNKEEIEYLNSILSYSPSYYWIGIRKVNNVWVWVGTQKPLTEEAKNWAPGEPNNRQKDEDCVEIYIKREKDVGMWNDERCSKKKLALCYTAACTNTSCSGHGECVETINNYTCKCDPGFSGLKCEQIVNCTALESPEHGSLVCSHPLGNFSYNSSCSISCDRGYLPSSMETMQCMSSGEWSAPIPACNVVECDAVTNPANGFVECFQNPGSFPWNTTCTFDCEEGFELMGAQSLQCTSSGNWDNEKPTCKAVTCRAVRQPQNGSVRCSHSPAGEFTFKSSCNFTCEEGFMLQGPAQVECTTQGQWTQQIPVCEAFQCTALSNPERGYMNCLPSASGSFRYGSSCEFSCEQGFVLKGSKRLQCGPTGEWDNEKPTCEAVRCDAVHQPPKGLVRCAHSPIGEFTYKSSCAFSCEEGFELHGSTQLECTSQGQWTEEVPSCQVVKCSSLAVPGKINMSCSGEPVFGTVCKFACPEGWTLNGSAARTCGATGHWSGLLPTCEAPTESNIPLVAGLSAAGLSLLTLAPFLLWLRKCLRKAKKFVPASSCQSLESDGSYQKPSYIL
#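 assay system = HUVEC, human umbilical vein endothelial cells | input = 3,000 HUVEC seeded per well | medium = EGM-2 growth medium on 0.1% gelatin-coated wells | dosing = one compound dose added by pin transfer | signal = immunofluorescence imaging | read-out basis = % PE-positive cells | control set = TNF-alpha, DMSO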
# PglD DTNB: PglD (C. jejuni) enzyme inhibition; purified PglD enzyme, DTNB colorimetric CoA detection; inhibition, % at 12.5 µM; actives 0.098% (n = 360,000); AID 602405; in the data active means inhibition above about 16%, passing the limit was not always enough; inconclusive means no clear call, values can overlap the other calls; further: strong numbers were not always called active
# SIRT5 inh: sirtuin-5 (human) deacylase inhibition. Purified SirT5, succinyl-peptide AMC, trypsin-coupled fluorescence. inhibition, % at 15 µM. actives 1.1% (n = 330,000); in the data active means inhibition above about 15%; inconclusive means no clear call, values can overlap the other calls
# Target sequence (Q9NXA8 whole entry, looked up): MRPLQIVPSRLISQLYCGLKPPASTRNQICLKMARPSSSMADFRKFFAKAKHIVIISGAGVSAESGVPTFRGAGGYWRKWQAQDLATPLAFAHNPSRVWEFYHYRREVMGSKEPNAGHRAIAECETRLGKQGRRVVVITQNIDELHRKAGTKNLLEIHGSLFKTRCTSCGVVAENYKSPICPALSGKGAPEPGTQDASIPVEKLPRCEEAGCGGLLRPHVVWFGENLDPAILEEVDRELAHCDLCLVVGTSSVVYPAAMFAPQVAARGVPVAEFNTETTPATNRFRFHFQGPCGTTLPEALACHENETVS
# DENV2 CPE: DENV2-induced cell death inhibition. actives 1.7% (n = 350,000). DENV2-infected cells, cytopathic effect rescue, plate reader. AID 651640. CPE inhibition, % at 9.99 µM; in the data active means CPE inhibition above about 20%, passing the limit was not always enough; inconclusive means no clear call, values can overlap the other calls; tested in BHK-21 cells;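 further: 0% = median of neutral control wells and 100% = median of positive control wells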
# S100A4 inh HTS: inhibitors of human S100A4 binding to myosin IIA peptide; P26447; S100A4/TAMRA-MyoIIA peptide fluorescence polarization; inhibition, % at 10.7 µM; actives 0.14% (n = 360,000); AID 652163;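 active means mean inhibition of at least 70% across replicates, with every replicate also reaching that level; inconclusive means mean inhibition reaches 70% but some replicates fall short; inactive means mean inhibition below 70%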
# Target sequence (P26447 whole entry, looked up): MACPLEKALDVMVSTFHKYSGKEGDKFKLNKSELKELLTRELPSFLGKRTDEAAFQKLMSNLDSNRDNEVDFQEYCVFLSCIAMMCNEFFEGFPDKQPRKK
#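 Compound dosing: one dose per compound; test system: human S100A4 monomer with TAMRA-labelled myosin IIA peptide; probe or stimulus: TAMRA-labelled myosin IIA heavy-chain peptide probe, 5 nM; medium: HEPES buffer with Ca2+, pH 7.2; schedule: 5 min incubation before reading; benchmarks: neutral control DMSO, positive control TFP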
# C2C12 statin: suppressors of simvastatin-induced myotoxicity in C2C12 myotubes | ATP luminescence, 48 h; scaled: DMSO 0, geranylgeraniol control 100 | rescue of ATP level, % at 7.49 µM | actives 0.78% (n = 330,000) | AID 602340;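 active means mean ATP rescue above about 67%, or every replicate alone reaching that limit, limit read from the data, passing the limit was not always enough; inconclusive means no clear call, values can overlap the other calls; inactive means mean under the limit and some replicate under it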;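 further: myotubes were challenged with 10 µM simvastatin during compound exposure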
# ERp5 inh: blocks human ERp5 reductase activity on insulin. Q15084. ERp5 insulin aggregation, absorbance 650 nm, 90 min. inhibition, % at 9.99 µM. actives 0.05% (n = 350,000);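 active means mean replicate inhibition above about 25%, with every replicate also reaching it, limit read from the data, passing the limit was not always enough; inconclusive means only one of those two criteria met; inactive means neither criterion met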
# The depositor's hits bear a star; ? = inconclusive; nt = no result given.
SMILES,E-selectin induc,PglD DTNB,SIRT5 inh,DENV2 CPE,S100A4 inh HTS,C2C12 statin,ERp5 inh
O=C(CCc1c[nH]c2ccccc12)Nc1ccc(Nc2ccccc2)cc1,1.7,nt,nt,14,-4,nt,-15
COc1ccc(-c2cc(C(=O)Nc3cc(Cl)ccc3O)no2)cc1,-0.1,0,-3,?,-6,-10,0
Cc1cccc(C(=O)NC2CCN(S(=O)(=O)c3ccccc3F)CC2)c1,nt,0,4,-1,-18,-1,3
COc1cc(C(=O)Nc2nnc(CC(C)C)s2)c([N+](=O)[O-])cc1OC,-0.2,13,2,0,-1,nt,2
CCCNC(=O)C[C@H]1CC[C@@H]2[C@H](COC[C@H](O)CN2C(=O)Nc2ccc(Cl)c(Cl)c2)O1,-0.1,-1,4,0,17,-21,-2
O=C(Cc1ccncc1)N[C@@H]1CC[C@H](CCn2cc(-c3ccccc3F)nn2)O[C@H]1CO,-0.4,2,1,2,-3,15,-1
C[C@@H]1CCCCO[C@H](CN(C)Cc2ccc3c(c2)OCO3)[C@@H](C)CN([C@@H](C)CO)C(=O)c2cc(NC(=O)c3ccccc3)ccc2O1,1.4,-1,-3,-4,7,nt,9
Cc1ccc(CNC(=O)Cn2cnc3c(NCc4ccccc4)ncnc32)o1,0.1,-5,-2,-2,-4,18,3
CC(=O)N1CC2(CC(c3ccccc3F)=NO2)CN1c1ccc(Cl)cc1 (configuration not stated),-0.7,nt,-7,4,0,-4,-6
CC(=O)OC1C(=O)N(Cc2ccccc2)C1c1ccc(C)cc1 (configuration not stated),nt,-4,1,-2,6,-1,2
O=C(c1ccccn1)N1CC(=O)N2[C@@H](CO)[C@H](c3ccc(C#Cc4ccccc4)cc3)[C@@H]2C1,-0.2,nt,-3,7,9,nt,-10
COc1ccc(CN2CCNC(=O)C2CC(=O)NCCCC2CCCC2)c(F)c1 (configuration not stated),-0.2,4,-4,10,-7,nt,0
O=C(/C(=N\O)n1cncn1)c1ccc(Cl)cc1Cl,-0.2,nt,1,-3,-3,nt,1
CN(C)NC(=O)c1cccc(Cl)c1,nt,3,-3,-2,-1,nt,3
COc1ccccc1C(c1nnnn1CC1CCCO1)N1CCN(c2ccccc2)CC1 (configuration not stated),nt,-3,0,-11,16,-4,-1
C[C@@H]1CN([C@H](C)CO)C(=O)Cc2cc(NC(=O)Nc3ccc4c(c3)OCO4)ccc2O[C@H]1CN(C)CC1CCCCC1,-0.4,2,17*,-5,7,8,-2
Cc1ccc(/C=C/C(=O)NC2=NCCS2)cc1,nt,-2,1,-2,-2,nt,-5
CCCCn1c(N)c(N(CC(C)C)C(=O)CCCSc2nncs2)c(=O)[nH]c1=O,nt,3,-2,1,-12,-2,0
C[C@@H]1CN([C@@H](C)CO)C(=O)c2cc(NC(=O)Nc3cccc4ccccc34)ccc2O[C@@H]1CN(C)S(=O)(=O)c1ccccc1,1.4,4,8,-2,-16,-81,2
C[C@@H]1CN([C@H](C)CO)C(=O)c2cc(NC(=O)c3ccncc3)ccc2O[C@H]1CN(C)C(=O)Nc1cccc2ccccc12,-19,0,-4,10,6,14,-2
O=C(COC(=O)CN1C(=O)NC2(CCCC2)C1=O)Nc1c(Cl)cccc1C(F)(F)F,-1.0,1,-1,13,-1,2,9
C[C@@H]1CN([C@@H](C)CO)C(=O)Cc2cc(NC(=O)Cc3cn(C)c4ccccc34)ccc2O[C@@H]1CN(C)S(=O)(=O)c1cccs1,-0.1,1,4,-11,13,13,-8
CN1C(=O)c2ccccc2Cc2c(NCc3ccccc3)ncnc21,0.1,5,nt,7,-1,2,1
CC1(C(=O)NCc2ccncc2)Cc2c(-c3cccc(C(F)(F)F)c3)ccnc2O1 (configuration not stated),-0.3,-6,-3,-7,-8,-10,-3
CCN(CC(=O)NCc1cccs1)C(=O)c1ccc(S(=O)(=O)Nc2ccccc2F)cc1,nt,2,-4,-1,-5,2,4
O=C(C[C@H]1C[C@H]2c3cc(NC(=O)Nc4ccc(C(F)(F)F)cc4)ccc3O[C@H]2[C@@H](CO)O1)NCC1CC1,-0.2,2,7,-1,12,-3,-4
CCN(CC)S(=O)(=O)c1ccc(C)c(NC(=O)COc2ccc(Cl)cc2Br)c1,nt,2,nt,-3,-1,nt,1
COc1ccc(NC(=O)Nc2cccs2)cc1OC,nt,1,-6,-5,-3,0,?
COc1ccc(-c2noc(N3CCCC(C(=O)Nc4ccc(C(C)=O)cc4)C3)n2)cc1 (configuration not stated),nt,2,-1,-3,-2,1,3
O=C(/C=C/c1ccccc1)Nc1cccc(C(=O)NCCCc2ccccc2)c1,0.3,0,-4,-6,2,1,-1
CC1CN(Cc2nnc(-c3ccccc3)o2)CC(C)O1 (configuration not stated),4.4,nt,-3,-2,-8,nt,3
CC(NCc1ccccc1)c1ccccc1O (configuration not stated),-0.1,nt,-6,0,-1,nt,0
CCOC(=O)COc1cccc(C2NC(=O)c3ccccc3O2)c1 (configuration not stated),-0.1,9,2,12,1,4,4
COc1ccc(N2CC(O)(c3ccc(F)cc3)[N+]3=C2CCCC3)cc1 (configuration not stated),4.3,0,-3,-4,-5,-9,1
Cc1ccc(CNC(=O)CCc2ccccc2)cc1,nt,3,-2,3,0,nt,5
CCCCN(C=O)c1c(CC)nc2ccc(C(=O)N3CCN(C(C)=O)CC3)cn12,-0.1,4,-2,0,1,1,5
C[C@@H]1CN([C@@H](C)CO)C(=O)c2cc(NC(=O)Cn3cnnn3)ccc2O[C@H]1CN(C)C(=O)NC1CCCCC1,nt,-3,3,15,2,19,-3
N#C/C(=C\c1c(F)cccc1Cl)S(=O)(=O)c1ccccn1,0.0,nt,0,11,-3,nt,-1
CC1Cc2ccccc2N1S(=O)(=O)c1cccc(C(=O)N2CC(=O)Nc3ccccc32)c1 (configuration not stated),0.1,-1,-1,nt,-2,nt,-3
CC(C)CN(C(=O)CSc1nncn1C)C1CCS(=O)(=O)C1 (configuration not stated),-0.4,-6,-3,-7,1,-1,1
COc1ccc(NC(=O)N2C[C@H](O)COC[C@@H]3O[C@H](CC(=O)N4CCCCC4)CC[C@H]32)cc1,0.0,-3,2,-10,5,-14,-6
C[C@@H]1CN([C@H](C)CO)C(=O)c2cc(N(C)C)ccc2O[C@@H](C)CCCCO[C@H]1CN(C)C(=O)NC1CCCCC1,-0.2,1,4,-16,-1,-26,-1
Cn1c(=O)oc2cc(S(=O)(=O)N3CCC(C(=O)NCc4ccc(F)cc4)CC3)ccc21,-0.2,5,nt,5,21,0,2
O=C1CSC(c2ccccc2Br)N1c1ccc(Cl)cn1 (configuration not stated),nt,nt,0,6,5,nt,-2
Nc1ncnc(Nc2cc(Cl)cc(Cl)c2)c1[N+](=O)[O-],-1.9,nt,-1,-1,2,nt,-3
CCc1cc(Cn2nc(-c3ccccc3)cc2C(=O)NCc2cccc(C(F)(F)F)c2)on1,0.0,0,1,-4,-14,-2,5
CCc1nc(SCC(=O)Nc2ccc(F)cc2)c2c(=O)n(C)c(=O)n(C)c2n1,nt,-1,-1,6,-1,-16,0
COc1ccccc1N1CCN(/N=C/C(Cl)=C/c2ccccc2)CC1,4.0,-2,0,0,0,nt,-7
O=C(Nc1nc(-c2ccccc2)cs1)c1ccc(S(=O)(=O)N2CCc3ccccc32)cc1,-0.2,-1,0,?,-3,-4,-4
Cc1ccc(S(=O)(=O)CCC(=O)OCC(=O)N2CCN(S(=O)(=O)c3ccccc3)CC2)cc1,0.7,nt,-1,6,4,nt,0
# The listing continues:
SMILES,E-selectin induc,PglD DTNB,SIRT5 inh,DENV2 CPE,S100A4 inh HTS,C2C12 statin,ERp5 inh
CSc1nc2nc(-c3ccc(F)cc3)c(CCN3CCN(C)CC3)cn2n1,nt,nt,0,1,-2,nt,5
COc1ccc(S(=O)(=O)N(CC(=O)NCc2cccnc2)c2ccc(C)cc2)cc1OC,nt,-2,-3,-1,2,-2,-5
COc1ccc(NC(=O)CCC(=O)c2cccs2)cc1Cl,nt,-1,-1,2,16,-7,3
CCOC(=O)C1CCN(C2CC(=O)N(c3cccc(Cl)c3)C2=O)CC1 (configuration not stated),nt,-4,nt,nt,8,0,6
CCN1CCN(C(=S)Nc2cccc([N+](=O)[O-])c2)CC1,-1.3,nt,0,-8,-2,nt,6
COc1cc(C(C(=O)NC2CCCC2)N(C(=O)c2ccco2)c2ccccc2C(C)=O)cc(OC)c1OC (configuration not stated),nt,5,5,-1,0,nt,-3
CCS(=O)(=O)Nc1ccc2c(c1)C(=O)N(C)C[C@H](OC)[C@@H](C)CN(CC1CCCCC1)[C@@H](C)CO2,0.6,-1,10,-7,-27,20,-5
O=C(CC1NCCNC1=O)Nc1ccc([N+](=O)[O-])cc1 (configuration not stated),nt,nt,3,-2,6,nt,7
N#CCCN1CCN(C(=O)c2c(N)no[n+]2[O-])CC1,2.0,nt,-4,nt,-13,nt,-8
CCc1cccc(NS(=O)(=O)c2ccc(-n3cccn3)cc2)c1,0.1,0,1,-3,1,7,5

# Four successive compounds out of the list so far, quoted:
SMILES,E-selectin induc,PglD DTNB,SIRT5 inh,DENV2 CPE,S100A4 inh HTS,C2C12 statin,ERp5 inh
CCS(=O)(=O)Nc1ccc2c(c1)C(=O)N(C)C[C@H](OC)[C@@H](C)CN(CC1CCCCC1)[C@@H](C)CO2,0.6,-1,10,-7,-27,20,-5
O=C(CC1NCCNC1=O)Nc1ccc([N+](=O)[O-])cc1 (configuration not stated),nt,nt,3,-2,6,nt,7
N#CCCN1CCN(C(=O)c2c(N)no[n+]2[O-])CC1,2.0,nt,-4,nt,-13,nt,-8
CCc1cccc(NS(=O)(=O)c2ccc(-n3cccn3)cc2)c1,0.1,0,1,-3,1,7,5

# Going on with the list:
SMILES,E-selectin induc,PglD DTNB,SIRT5 inh,DENV2 CPE,S100A4 inh HTS,C2C12 statin,ERp5 inh
COc1ccc(CCNCC(=O)Nc2ccc(C)c(Br)c2)cc1OC,nt,9,-35,3,-1,4,1
CC(=O)N(Cc1cccs1)Cc1cc2ccc(C)c(C)c2nc1Cl,0.5,nt,0,nt,0,nt,4
COc1ccc(S(=O)(=O)N2CCC(C(=O)NCc3ccncc3)CC2)cc1OC,0.0,5,1,-5,-9,-1,5
CC(C)(C)n1nnnc1C(c1cccs1)N(Cc1ccccc1)Cc1ccco1 (configuration not stated),nt,-3,-1,nt,-8,-12,-1
Cc1cccc(CSCCNC(=O)CN(c2cc(C)cc(C)c2)S(C)(=O)=O)c1,1.9,5,2,-4,5,nt,-2
COc1ccc(S(=O)(=O)N/N=C/c2ccc(OCCN3CCOCC3)c(OC)c2)cc1,-0.9,nt,2,nt,-1,nt,-2
C[C@@H]1CN([C@H](C)CO)C(=O)c2cc(NC(=O)Nc3ccc(F)cc3)ccc2O[C@H]1CN(C)C(=O)Nc1ccccc1,-0.4,-5,7,15,4,-12,-1
Cc1ccccc1N1CCN(c2ccccc2NC(=O)/C=C\C(=O)O)CC1,0.1,-1,0,-1,1,-4,-1
O=[N+]([O-])c1ccc(NCCCO)c(S(=O)(=O)N2CCOCC2)c1,6.1,nt,nt,7,-13,nt,6
C/C(=N\NC(=O)CSCc1ccccc1Cl)c1cc(O)ccc1O,-3.2,nt,-2,nt,1,nt,-2
O=C(COC(=O)C1=COCCO1)NC1CCCCC1,0.1,nt,3,3,1,nt,2
C[C@@H]1CN([C@H](C)CO)C(=O)c2cccc(NC(=O)Nc3ccc4c(c3)OCO4)c2O[C@H]1CN(C)C(=O)Nc1cccc2ccccc12,0.1,-1,0,0,1,11,-4
CC(C)(C)c1cccc(P(=O)(c2ccccc2)c2ccccc2)c1O,0.9,nt,-2,0,-8,nt,2
CN1c2ccc(Br)cc2[C@@H]2[C@@H](CCN2C(=O)C2CCCC2)[C@H]1CO,0.3,nt,1,99*,60,nt,-4

# Not all compounds are listed, so the mix of outcomes need not match the whole.
